V-ATPase pH – regulators of yeast V-ATPase proton transport; response, % at 10 µM; actives 0.37% (n = 350,000); S. cerevisiae, pHLuorin cytosolic pH fluorescence; in the data active = response mostly above about 7.3%, no sharp cut-off; inactive = mostly below about 5.4%; note: actives read high; inactives centre near 0; some compounds called inactive have numbers as strong as hits
Pemphigus Ab inh – blocks pemphigus antibody binding to human desmoglein-3 | DSG3-coupled beads, scFv-anti-DSG3-GFP binding, flow cytometry; active compounds read low | actives 0.48% (n = 310,000) | binding (percent of control), % at 10 µM;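 active = binding more than 3 SD below its plate's average and above zero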;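 note: hits lower antibody fragment binding to DSG3; some compounds called inactive have numbers as strong as hits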
Target sequence (P32926 whole entry, looked up, the tested form may be a part): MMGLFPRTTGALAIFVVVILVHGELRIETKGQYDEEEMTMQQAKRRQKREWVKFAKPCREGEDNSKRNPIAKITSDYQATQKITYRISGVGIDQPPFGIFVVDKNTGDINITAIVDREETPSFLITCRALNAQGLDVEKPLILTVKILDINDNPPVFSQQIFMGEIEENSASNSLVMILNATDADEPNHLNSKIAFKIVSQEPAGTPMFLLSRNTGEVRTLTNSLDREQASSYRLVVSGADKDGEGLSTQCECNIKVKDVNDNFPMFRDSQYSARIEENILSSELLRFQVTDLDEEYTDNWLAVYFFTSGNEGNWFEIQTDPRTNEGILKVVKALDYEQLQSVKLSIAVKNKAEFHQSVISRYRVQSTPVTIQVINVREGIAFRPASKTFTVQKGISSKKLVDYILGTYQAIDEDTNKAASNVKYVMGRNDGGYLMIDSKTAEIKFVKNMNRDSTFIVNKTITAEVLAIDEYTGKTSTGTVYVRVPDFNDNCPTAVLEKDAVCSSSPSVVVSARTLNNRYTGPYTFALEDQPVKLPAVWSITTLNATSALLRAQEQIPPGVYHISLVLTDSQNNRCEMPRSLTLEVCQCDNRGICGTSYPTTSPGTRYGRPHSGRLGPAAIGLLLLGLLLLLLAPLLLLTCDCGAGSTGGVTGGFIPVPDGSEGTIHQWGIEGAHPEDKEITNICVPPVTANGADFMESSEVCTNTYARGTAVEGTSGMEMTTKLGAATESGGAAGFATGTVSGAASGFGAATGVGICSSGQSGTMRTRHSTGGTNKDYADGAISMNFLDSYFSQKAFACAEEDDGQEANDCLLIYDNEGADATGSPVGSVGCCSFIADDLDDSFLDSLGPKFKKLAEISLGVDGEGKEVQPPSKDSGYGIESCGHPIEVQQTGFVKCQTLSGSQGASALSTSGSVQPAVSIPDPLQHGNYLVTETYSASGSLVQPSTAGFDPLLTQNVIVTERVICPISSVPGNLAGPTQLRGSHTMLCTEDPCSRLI
DAGLB inh – blocks human DAGLB lipase activity; HEK293T DAGLB membrane lysate, EnzChek fluorogenic substrate; Q8NCG7; inhibition, % at 5.17 µM; actives 0.059% (n = 340,000); in the data active = inhibition above about 34%;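 note: 0% = enzyme with vehicle and 100% = wells lacking enzyme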
CAL PDZ FP-1 – inhibitors of human CAL PDZ peptide binding | Q9HD26 | purified CAL PDZ, TMR-peptide fluorescence polarization, 1 h | inhibition, % at 24.9 µM | actives 0.92% (n = 300,000) | AID 602252;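 active = mean inhibition of at least 30% with at least half of replicates also reaching 30%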;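 note: 0% = DMSO neutral control and 100% = excess unlabeled competitor peptide PRC23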
Arr AP2 block – blocks beta-arrestin peptide binding to AP2 adaptin; FITC-arrestin peptide / GST-AP2 beads, flow cytometry; AP2 beta2 appendage carries R879A mutation; inhibition, % at 10 µM; actives 0.31% (n = 340,000); AID 504490;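 active = inhibition above a set limit, near 3 SD of compounds lacking own fluorescence, cut at about 54% in these data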;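 note: plate controls were DMSO wells for no effect and 5 µM unlabelled arrestin peptide for full effect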
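system = GST-tagged AP2 beta2-adaptin appendage (R879A) on 4 µm glutathione beads | reagent = FITC-labelled arrestin peptide probe, 50 nM final | schedule = compound with beads 12 min RT, then probe 1 h RT | signal = HyperCyt-sampled flow cytometry, FL1 channel, ex 488/em 535 nm | read-out = percent response from loss of bead-bound FITC fluorescence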
RTF Ca sens inh – cardiac RTF calcium desensitization; P19429+P45379; IANBD-labeled cardiac RTF, Ca2+ fluorescence; inhibition, % at 7.15 µM; actives 0.12% (n = 340,000); AID 493244;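 active = inhibition above the mean inhibition of all tested compounds plus 3 SD, cut at about 17% in these data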;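 note: assay run at fixed EC70 calcium of 1.6 mM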
Keap1-Nrf2 PPI – Keap1-Nrf2 (human) interaction inhibition; Keap1 Kelch-Nrf2 peptide fluorescence polarization, 1536-well; actives 0.15% (n = 340,000); Q14145; AID 504523; inhibition, % at 9.4 µM; in the data active = inhibition above about 12%;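 note: human Keap1 Kelch domain with fluorescein labeled Nrf2 9mer peptide probe; 0% = neutral control wells and 100% = peptide positive control; higher means more block of Keap1 binding to Nrf2 peptide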
LANA DNA inh – blocks KSHV LANA C-terminal domain binding to DNA; MBP-C-LANA/FAM-LBS DNA binding, fluorescence polarization; inhibition, % at 9 µM; actives 0.078% (n = 340,000);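 active = highest replicate inhibition at or above 60% at 9 µM, even if other replicates fall short; inactive = all replicates below 60% inhibition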;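 note: 0% = neutral control wells and 100% = 4 µM acridine orange control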
CAL PDZ FP-2 – inhibitors of human CAL PDZ peptide binding; inhibition, % at 20 µM; AID 504414; purified CAL PDZ, TMR-peptide fluorescence polarization, 1 h; actives 0.02% (n = 330,000);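 active = highest replicate inhibition of at least 40%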;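 note: plate controls were DMSO neutral control wells for no effect and unlabeled competitor peptide control wells for full effect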
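Material – purified CerCALP PDZ construct · Detection – FP readout, S and P plane fluorescence · Measure – percent inhibition from loss of millipolarization · Controls – unlabelled peptide for full inhibition, DMSO wells as neutral · Probe or stimulus – TMR-labelled reporter peptide T*-PRC34 bound in PDZ groove · Times – 1 h at RT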
NSD2 HMT inh – blocks human histone methyltransferase NSD2; inhibition, % at 12.5 µM; actives 0.54% (n = 310,000); AID 743445; NSD2 peptide methylation, AlphaScreen, 120 min; O96028; in the data active = inhibition above about 50%
* = called active by the depositor.

Results for Cc1ccc(C(=O)NN=CC(=O)c2ccccc2)c(C)c1 ?
V-ATPase pH: 1; DAGLB inh: -3; CAL PDZ FP-1: -3; Arr AP2 block: 24; RTF Ca sens inh: -9; Keap1-Nrf2 PPI: -2; LANA DNA inh: 0.8; CAL PDZ FP-2: -1.3; NSD2 HMT inh: -2

Results for CCC(C)[C@H](NC(=O)N1CCn2c1nc1ccccc12)C(=O)NCC1CCCO1 (some centres not stated) ?
V-ATPase pH: 4; Pemphigus Ab inh: 97; DAGLB inh: -5; CAL PDZ FP-1: -6; Arr AP2 block: 3; RTF Ca sens inh: 1; Keap1-Nrf2 PPI: -4; LANA DNA inh: 0.1; CAL PDZ FP-2: -3.7; NSD2 HMT inh: -4

How did COc1cc(OC)cc(C(=O)N(Cc2nc(-c3cccc(C)c3)no2)C(C)C)c1 do in these assays?
V-ATPase pH: -4; Pemphigus Ab inh: 100; DAGLB inh: -4; Arr AP2 block: -6; RTF Ca sens inh: -6; Keap1-Nrf2 PPI: 0; LANA DNA inh: 0.1; CAL PDZ FP-2: -0.4; NSD2 HMT inh: -2

What do the screens show for `CN(CC(=O)Nc1ccccc1C(F)(F)F)C(=O)c1cc(Cl)nc2ccccc12`?
V-ATPase pH: -5; Pemphigus Ab inh: 93; DAGLB inh: -1; Arr AP2 block: -3; RTF Ca sens inh: -12; Keap1-Nrf2 PPI: 2; LANA DNA inh: -0.6; CAL PDZ FP-2: -0.7; NSD2 HMT inh: -1

How did CCC(=O)NCc1csc(-c2cccs2)n1 do in these assays?
V-ATPase pH: -3; DAGLB inh: 1; CAL PDZ FP-1: -5; Arr AP2 block: 8; RTF Ca sens inh: -6; Keap1-Nrf2 PPI: -1; LANA DNA inh: -1.7; CAL PDZ FP-2: -0.9; NSD2 HMT inh: -3

What do the screens show for `COc1cc2cc(CN(Cc3cccnc3)C(=O)NCc3ccccc3)c(=O)[nH]c2cc1OC`?
V-ATPase pH: 2; Pemphigus Ab inh: 109; DAGLB inh: 2; CAL PDZ FP-1: -9; Arr AP2 block: 0; RTF Ca sens inh: -5; Keap1-Nrf2 PPI: -1; LANA DNA inh: -0.5; NSD2 HMT inh: -2

Results for COc1ccc(C2/C=C\CN(S(=O)(=O)c3ccc(C)cc3)CC(=O)N2Cc2cccc(F)c2)cc1 (configuration not stated) ?
V-ATPase pH: 1; Pemphigus Ab inh: 101; DAGLB inh: -4; CAL PDZ FP-1: -4; Arr AP2 block: 14; RTF Ca sens inh: 2; Keap1-Nrf2 PPI: 2; LANA DNA inh: 0.8; CAL PDZ FP-2: 0.0

Results for O=C1NCCN(CC2CCN(CC3CCCC3)CC2)C1=O ?
V-ATPase pH: 5; Pemphigus Ab inh: 109; DAGLB inh: -2; CAL PDZ FP-1: -1; Arr AP2 block: 9; RTF Ca sens inh: 1; Keap1-Nrf2 PPI: 0; LANA DNA inh: -1.7; CAL PDZ FP-2: 0.7

Results for O=C(c1ccco1)N1CCN(CC(O)COc2ccc(Br)cc2)CC1 (configuration not stated) ?
V-ATPase pH: 0; Pemphigus Ab inh: 116; DAGLB inh: 0; CAL PDZ FP-1: 0; Arr AP2 block: 13; RTF Ca sens inh: -18; Keap1-Nrf2 PPI: 2; LANA DNA inh: 1.1; CAL PDZ FP-2: -1.1; NSD2 HMT inh: 5

How did CCCCN1C(=O)N(C)C2NC(=S)NC21 (configuration not stated) do in these assays?
V-ATPase pH: 3; Pemphigus Ab inh: 91; CAL PDZ FP-1: -6; Arr AP2 block: 8; Keap1-Nrf2 PPI: -2; LANA DNA inh: -1.2; CAL PDZ FP-2: -0.2; NSD2 HMT inh: -2

Results for COc1ccc(NC(=O)CN(C)CC(=O)Nc2ccc3c(c2)CCC3)cc1 ?
V-ATPase pH: -4; Pemphigus Ab inh: 94; DAGLB inh: -1; CAL PDZ FP-1: -4; Arr AP2 block: 6; RTF Ca sens inh: 2; Keap1-Nrf2 PPI: -4; LANA DNA inh: -1.3; CAL PDZ FP-2: -1.9; NSD2 HMT inh: 3

Results for Cc1ccc(S(=O)(=O)NCCC2=CCCCC2)cc1C(N)=O ?
V-ATPase pH: -1; Pemphigus Ab inh: 111; DAGLB inh: -1; Arr AP2 block: 5; RTF Ca sens inh: 2; Keap1-Nrf2 PPI: -5; LANA DNA inh: -0.3; CAL PDZ FP-2: -0.2; NSD2 HMT inh: 1

What do the screens show for `CCn1c(SCC(=O)Nc2ccccc2OC)nnc1-c1cnccn1`?
V-ATPase pH: 1; Pemphigus Ab inh: 94; DAGLB inh: 2; Arr AP2 block: 23; RTF Ca sens inh: -4; Keap1-Nrf2 PPI: 0; LANA DNA inh: 1.4; CAL PDZ FP-2: 0.3; NSD2 HMT inh: -3

How did O=C(N/N=C/c1cc(Cl)ccc1O)c1ccncc1 do in these assays?
V-ATPase pH: 1; Pemphigus Ab inh: 101; DAGLB inh: 5; CAL PDZ FP-1: -2; Arr AP2 block: 2; RTF Ca sens inh: -12; Keap1-Nrf2 PPI: -9; LANA DNA inh: 0.9; CAL PDZ FP-2: -8.3; NSD2 HMT inh: -1

What do the screens show for `CC1CCC2C(C1)Nc1c(C(=O)O)cccc1C2(C)C` (configuration not stated)?
V-ATPase pH: 0; Pemphigus Ab inh: 97; DAGLB inh: 5; CAL PDZ FP-1: -1; Arr AP2 block: -5; RTF Ca sens inh: -12; Keap1-Nrf2 PPI: -5; LANA DNA inh: 3.0; CAL PDZ FP-2: -2.0; NSD2 HMT inh: 3

The last two entries of the section before open the next one:
How did O=C(N/N=C/c1cc(Cl)ccc1O)c1ccncc1 do in these assays?
V-ATPase pH: 1; Pemphigus Ab inh: 101; DAGLB inh: 5; CAL PDZ FP-1: -2; Arr AP2 block: 2; RTF Ca sens inh: -12; Keap1-Nrf2 PPI: -9; LANA DNA inh: 0.9; CAL PDZ FP-2: -8.3; NSD2 HMT inh: -1

What do the screens show for `CC1CCC2C(C1)Nc1c(C(=O)O)cccc1C2(C)C` (configuration not stated)?
V-ATPase pH: 0; Pemphigus Ab inh: 97; DAGLB inh: 5; CAL PDZ FP-1: -1; Arr AP2 block: -5; RTF Ca sens inh: -12; Keap1-Nrf2 PPI: -5; LANA DNA inh: 3.0; CAL PDZ FP-2: -2.0; NSD2 HMT inh: 3

Results for CCc1nc(SCC(=O)N2CCOCC2)c2c(=O)n(C)c(=O)n(C)c2n1 ?
V-ATPase pH: 2; Pemphigus Ab inh: 105; DAGLB inh: -2; CAL PDZ FP-1: -1; Arr AP2 block: 14; RTF Ca sens inh: -3; Keap1-Nrf2 PPI: -1; LANA DNA inh: 0.4; CAL PDZ FP-2: -0.5

How did COC(=O)Cc1c(C)nc(SCc2ccccc2)[nH]c1=O do in these assays?
V-ATPase pH: -5; Pemphigus Ab inh: 95; DAGLB inh: -4; CAL PDZ FP-1: 1; Arr AP2 block: 3; RTF Ca sens inh: -9; Keap1-Nrf2 PPI: -2; LANA DNA inh: 0.0; CAL PDZ FP-2: 1.2; NSD2 HMT inh: 0

Results for CCCCC(=O)Nc1cccc(-c2nc3ncccc3o2)c1 ?
V-ATPase pH: -3; Pemphigus Ab inh: 103; DAGLB inh: 3; CAL PDZ FP-1: 2; Arr AP2 block: -3; RTF Ca sens inh: -7; Keap1-Nrf2 PPI: 3; LANA DNA inh: -0.3; CAL PDZ FP-2: -4.6; NSD2 HMT inh: 23

What do the screens show for `CN1CCN(C(CNC(=O)C(=O)Nc2ccc3c(c2)OCCO3)c2ccc(F)cc2)CC1` (configuration not stated)?
V-ATPase pH: 4; Pemphigus Ab inh: 94; DAGLB inh: 4; CAL PDZ FP-1: -3; Arr AP2 block: 10; RTF Ca sens inh: -10; Keap1-Nrf2 PPI: 3; LANA DNA inh: -0.2; CAL PDZ FP-2: -2.7; NSD2 HMT inh: 5

What do the screens show for `COc1cc(C)c(C(C)C)cc1S(=O)(=O)NCCCn1ccnc1`?
V-ATPase pH: 5; Pemphigus Ab inh: 101; DAGLB inh: 0; CAL PDZ FP-1: -3; Arr AP2 block: 0; RTF Ca sens inh: 1; Keap1-Nrf2 PPI: 0; LANA DNA inh: 0.7; NSD2 HMT inh: 3

How did COc1ccc(N2CCN(CC(O)c3c[nH]c4ccc(OC)cc34)CC2C)cc1 (configuration not stated) do in these assays?
V-ATPase pH: 2; Pemphigus Ab inh: 116; DAGLB inh: 1; CAL PDZ FP-1: -3; Arr AP2 block: 2; RTF Ca sens inh: -6; Keap1-Nrf2 PPI: -3; LANA DNA inh: 1.0; CAL PDZ FP-2: 1.0; NSD2 HMT inh: 12

What do the screens show for `CCCC(=O)n1nc(-c2ccc(OC)cc2)nc1N`?
V-ATPase pH: -1; Pemphigus Ab inh: 107; DAGLB inh: 1; CAL PDZ FP-1: -20; Arr AP2 block: 1; RTF Ca sens inh: 8; Keap1-Nrf2 PPI: -1; LANA DNA inh: 1.0; CAL PDZ FP-2: -0.3; NSD2 HMT inh: 0

Results for COC(=O)N1CCc2c(sc(NC(=O)C3COc4ccccc4O3)c2C(N)=O)C1 (configuration not stated) ?
V-ATPase pH: -1; Pemphigus Ab inh: 104; DAGLB inh: 2; CAL PDZ FP-1: -7; Arr AP2 block: 20; RTF Ca sens inh: 0; Keap1-Nrf2 PPI: 4; LANA DNA inh: -1.8; CAL PDZ FP-2: -2.8; NSD2 HMT inh: 1

What do the screens show for `Cc1cc(OCc2ccc(C(=O)Nc3ccc(C(=O)O)cc3)o2)ccc1Cl`?
V-ATPase pH: 2; Pemphigus Ab inh: 106; DAGLB inh: 1; CAL PDZ FP-1: 2; Arr AP2 block: 4; RTF Ca sens inh: 2; Keap1-Nrf2 PPI: 2; LANA DNA inh: -1.2; CAL PDZ FP-2: -2.5; NSD2 HMT inh: 1

How did COc1ccc(OC)c(C(=O)c2oc3ccccc3c2NC(C)=O)c1 do in these assays?
V-ATPase pH: -1; Pemphigus Ab inh: 96; DAGLB inh: 1; CAL PDZ FP-1: -3; Arr AP2 block: 4; RTF Ca sens inh: -2; Keap1-Nrf2 PPI: -5; LANA DNA inh: 0.3; CAL PDZ FP-2: -0.7; NSD2 HMT inh: -1

How did Cc1ccc(S(=O)(=O)/C(C#N)=C/c2c(N3CC(C)OC(C)C3)nc3c(C)cccn3c2=O)cc1 (configuration not stated) do in these assays?
V-ATPase pH: 4; Pemphigus Ab inh: 96; DAGLB inh: -2; CAL PDZ FP-1: -1; Arr AP2 block: 5; RTF Ca sens inh: -6; Keap1-Nrf2 PPI: -3; LANA DNA inh: -1.9; CAL PDZ FP-2: -0.7; NSD2 HMT inh: -2

Results for NC(=O)[C@H]1CC2(CC(c3cccc(NC(=O)[C@H]4CCC(=O)N4)c3)=NO2)CN1C(=O)c1ccccc1 (some centres not stated) ?
V-ATPase pH: 6; Pemphigus Ab inh: 98; DAGLB inh: 8; CAL PDZ FP-1: 3; Arr AP2 block: -1; RTF Ca sens inh: -11; Keap1-Nrf2 PPI: -4; LANA DNA inh: 1.7; CAL PDZ FP-2: 0.8

Assay outcomes as filed in PubChem BioAssay.

This is a subset; the hit share may differ from the screen's.
